Bioassay records: PubChem, National Center for Advancing Translational Sciences (NCATS)
Pol kappa inh: inhibitors of human DNA polymerase kappa; AID 588579; Potency, µM (top dose mostly 107 µM), inactives show at the top dose activity, negative = inhibition, actives largely listed as inhibitors; purified Pol kappa, fluorescent DNA synthesis assay, 10 min; 400,000 tested, 0.53% active; Q9UBT6; further: potency means the concentration at half of the fitted maximal effect; on the % scale 0 is the no-effect control and ±100 the full control effect
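50 nM final substrate added after 15 min RT preincubation of 10 nM Pol kappa with compound; fluorescence read at 0 and 10 min.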
APE1 inh: inhibitors of human APE1 endonuclease. P27695. recombinant APE1, TAMRA/BHQ-2 abasic DNA cleavage fluorescence. Potency, µM (doses to about 65.8 µM), for inactives: top-dose activity change, negative = inhibition, hits mostly inhibitors. 350,000 tested, 0.35% active;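 further: potency means the concentration at half of the fitted maximal effect; plate controls were vehicle for no effect and reference inhibitor for full effect; nearly all actives have a fitted effect of over 55% in size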
Target sequence (P27695 whole entry, looked up): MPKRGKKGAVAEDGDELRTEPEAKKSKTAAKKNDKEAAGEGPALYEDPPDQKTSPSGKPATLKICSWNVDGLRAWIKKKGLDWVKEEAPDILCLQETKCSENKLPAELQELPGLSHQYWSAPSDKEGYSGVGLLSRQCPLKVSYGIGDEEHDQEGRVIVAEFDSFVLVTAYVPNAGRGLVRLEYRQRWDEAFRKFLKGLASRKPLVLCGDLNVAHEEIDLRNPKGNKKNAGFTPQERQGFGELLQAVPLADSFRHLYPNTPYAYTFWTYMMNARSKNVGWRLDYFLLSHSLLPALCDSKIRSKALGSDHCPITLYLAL
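0.75 nM APE1 + cpd, 15 min RT; start w/ 50 nM TAMRA/BHQ-2 THF-abasic dsDNA; kinetic fluor 525/598 nm ×3 reads @60 s; Δ(read3−read1); normalized to DMSO and NSC13755 control wells.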
Tb PGK inh: blocks T. brucei phosphoglycerate kinase. P07378. PGK/GAPDH coupled, Kinase-Glo luminescence, 60 min. Potency, µM (titrated, usually from 57.5 µM), without a hit: at the top dose activity change, negative = inhibition, hits mostly inhibitors. 380,000 tested, 0.043% active; further: potency means the concentration at half of the fitted maximal effect; on the % scale 0 is the no-effect control and ±100 the full control effect; nearly all actives have a fitted effect of over 60% in size
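Recombinant glycosomal PGK reaction used 1,3-bisphosphoglycerate generated in-well by GAPDH (100nM final) in 100mM TEA pH 7.6, 5mM MgCl2, 0.01% Tween-20. After 60 minutes at room temperature, ATP was read by Kinase-Glo Plus luminescence end-point.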
BLM helicase inh: blocks DNA unwinding by human BLM helicase; P54132; recombinant BLM DNA unwinding, fluorescence dequenching; Potency, µM (top dose mostly 56.1 µM), for the others: at the highest dose activity change, negative = inhibition, hits mostly inhibitors; 350,000 tested, 0.2% active;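 further: potency means the concentration at half of the fitted maximal effect; plate controls were vehicle for no effect and no enzyme for full effect; nearly all actives have a fitted effect of over 35% in size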
POLH inh: inhibitors of human DNA polymerase eta. Q9Y253. recombinant Pol eta, fluorescent DNA replication assay. Potency, µM (titrated, usually from 114 µM), inactives show at the highest dose activity change, negative = inhibition, most hits filed as inhibitors. 390,000 tested, 1.2% active; further: potency means the concentration at half of the fitted maximal effect; on the % scale 0 is the no-effect control and ±100 the full control effect
Target sequence (Q9Y253 whole entry, looked up): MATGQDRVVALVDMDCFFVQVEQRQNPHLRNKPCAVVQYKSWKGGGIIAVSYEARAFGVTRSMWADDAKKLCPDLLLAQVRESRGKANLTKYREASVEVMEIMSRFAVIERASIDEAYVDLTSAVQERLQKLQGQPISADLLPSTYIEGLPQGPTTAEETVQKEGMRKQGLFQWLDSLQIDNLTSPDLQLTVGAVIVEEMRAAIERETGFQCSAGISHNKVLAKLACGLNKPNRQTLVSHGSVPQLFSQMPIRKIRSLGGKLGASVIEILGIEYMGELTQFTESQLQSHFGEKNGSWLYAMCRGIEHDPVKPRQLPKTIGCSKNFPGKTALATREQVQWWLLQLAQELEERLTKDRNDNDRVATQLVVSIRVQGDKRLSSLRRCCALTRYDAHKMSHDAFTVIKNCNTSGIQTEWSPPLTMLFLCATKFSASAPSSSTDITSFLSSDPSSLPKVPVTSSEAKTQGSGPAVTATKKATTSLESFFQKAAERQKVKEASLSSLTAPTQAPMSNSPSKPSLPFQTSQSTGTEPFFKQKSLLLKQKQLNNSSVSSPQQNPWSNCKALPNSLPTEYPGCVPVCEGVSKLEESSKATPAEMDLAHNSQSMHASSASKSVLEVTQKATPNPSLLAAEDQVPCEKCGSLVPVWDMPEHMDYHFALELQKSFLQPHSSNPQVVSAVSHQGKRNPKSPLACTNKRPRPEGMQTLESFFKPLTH
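Pol eta at 10 nM preincubated with compounds 15 min at room temperature; reaction started with fluorescent substrate (50 nM final) and read kinetically at 0 and 10 min.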
Anesthetic bind: binds horse apoferritin like a general anesthetic. apoferritin/1-aminoanthracene competitive binding, fluorescence. 350,000 tested, 0.074% active. Potency, µM (titrated, usually from 77.5 µM), inactives show at the top dose activity change, negative = displacement, most hits filed as inhibitors. P02791; further: potency means the concentration at half of the fitted maximal effect; on the % scale 0 is the no-effect control and ±100 the full control effect; nearly all actives have a fitted effect of over 20% in size
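In PBS, apoferritin at 10 uM is loaded with 1-AMA from a 50% saturated solution. After 10 min of compound exposure at ambient temperature, reduced 535 nm fluorescence indicates probe displacement.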
RXFP1 antag: RXFP1 (human) relaxin receptor antagonism; Q9HBX9; HEK293-RXFP1, relaxin-stimulated cAMP HTRF, 30 min; active compounds read low; 350,000 tested, 0.59% active; activity change, negative = inhibition, % at 57.5 µM;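 active means activity change of -60% or lower, but not beyond a set lower limit; inconclusive means change between -60% and -40%, or beyond the set limit; inactive means change above -40%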; further: on the % scale 0 is the no-effect control and ±100 the full control effect
Pol iota inh: inhibitors of human DNA polymerase iota; Potency, µM (doses to about 115 µM), inactives show at the top dose activity, negative = inhibition, most hits filed as inhibitors; 390,000 tested, 1% active; Q9UNA4; AID 588590; Pol iota fluorescent replication assay, 10 min; further: potency means the concentration at half of the fitted maximal effect
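Fluorescent replication assay read twice, at 0 min and 10 min after adding 50 nM (final) substrate. Enzyme (10 nM) and compounds were first incubated 15 min at room temperature; enzyme-free buffer wells were negative controls.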
Pol beta inh: blocks human DNA polymerase beta activity | P06746 | Pol beta primer extension/strand displacement, fluorescence kinetic | Potency, µM (highest dose often 114 µM), for the others: at the highest dose activity change, negative = inhibition, most hits filed as inhibitors | 340,000 tested, 1.3% active | AID 485314; further: potency means the concentration at half of the fitted maximal effect; on the % scale 0 is the no-effect control and ±100 the full control effect
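Pol beta (10 nM) was preincubated with compound for 15 min at room temperature. The reaction was then started with 50 nM substrate and read immediately and after a further 10 min at room temperature.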
The depositor's hits bear a star; i = inactive; u = inconclusive; x = not tested or not shown; [ ] = another dose, or the depositor's remark. Unless noted, the call rests on the fitted dose curve; in most records, active means well fitted curve in the direction sought with a large enough effect; inconclusive means small, poorly fitted or top-dose-only effect, or another doubt; inactive means no such curve, though single readings can be large; an effect the other way counts as inactive or inconclusive. These rows are one share of the data; the hit share may differ from the screen's.

SMILES | Pol kappa inh | APE1 inh | Tb PGK inh | BLM helicase inh | POLH inh | Anesthetic bind | RXFP1 antag | Pol iota inh | Pol beta inh
Cc1ccccc1CNC(=O)C1CCC(=O)N(C2CCCCCC2)C1 (stereo not given) | -1% | 17% | -1% | 0% | -16% | -10% | -13 | 44%[activator] | 9%
Cc1cc(C)c2c3c(sc2n1)C(=O)N(c1ccccc1C)CC(=O)N3 | -3% | -8% | 6% | -3% | -1% | 2% | 1 | 40%[activator] | -19%
O=C(O)c1cc(N/N=C/c2cccs2)ccc1Cl | x | -6% | x | 2% | x | -5% | x | x | 22µM*
COC(=O)c1ccccc1NC1CC(=O)N(c2c(C)cccc2C)C1=O (stereo not given) | 0% | -8% | -1% | -4% | -12% | -5% | -13 | u | 6%
O=C(/C=C/c1ccc(OCc2cccc(Cl)c2)cc1)N1CCOCC1 | 6% | -8% | -2% | -10% | -24% | -10% | u | 12% | -22%
CCn1ncc(C2=NOC(C(=O)Nc3cccnc3)C2)c1C (stereo not given) | -1% | -3% | i | 0% | 4% | -7% | -6 | -6%[58.9 µM] | 16%
O=C(COC(=O)c1cccs1)NC1CCCCC1 | -2% | -4% | 4% | 0% | 0% | u | -2 | 14% | 16%
COc1ccc2nc(NC(=O)C3CCCN(S(=O)(=O)c4cccc5nsnc45)C3)sc2c1 (stereo not given) | -3% | -8% | -12% | -7% | -7% | -3% | 2 | -1% | -9%
COc1ccc([N+](=O)[O-])cc1N(CC(=O)NC1CCCCC1)S(C)(=O)=O | -3% | 2% | i | -2% | -19% | -11% | -13 | 88%[activator] | -1%
CCOc1cc(/C=N/Nc2cccc(C(=O)O)c2)ccc1OCC(=O)N1CCCCC1 | 1% | u | 4% | -1% | -17% | -6% | -17 | 69%[activator] | -24%
COc1ccc(C(=O)NCc2ccc3c(c2)CCN3C(=O)c2ccc(F)cc2)cc1 | -9%[60.1 µM] | x | -1% | -5% | -11% | 4% | -33 | 16% | 6%
Cc1ccc(-n2c(C)cc3c2CC(C)(C)CC3=O)cc1C | -22% | -2% | i | -4% | -1% | -14% | -7 | 6% | -29%
O=C(COC(=O)c1ccc(O)cc1O)N=c1sccn1Cc1ccccc1Cl | -8% | -39% | 4% | x | -7% | x | u | 5% | x
Cc1cc(NC(=O)C2CC2)ncc1NC(=O)c1ccccn1 | 11% | -1% | -4% | 0% | -5% | -11% | -5 | 9% | 29%
COc1ccc(CCN=CC2=C(O)CCCC2=O)cc1OC | -21% | 16% | 2% | -1% | -5% | -7% | -1 | -7% | 16%
COc1ccc(N2CCN(c3ccc(N4C(=O)CC(C)C4=O)cc3[N+](=O)[O-])CC2)cc1 (stereo not given) | -8% | -2% | -6% | -3% | -6% | u | -5 | 5% | -3%
CCc1cc2c(SCC(=O)c3ccc(Cl)s3)ncnc2s1 | -3% | -3% | -2% | -8% | -17% | u | -5 | -2% | -12%
COC(CNC(=O)c1ccc(CS(=O)(=O)c2ccccc2)o1)OC | -11% | 20% | 4% | -4% | -9% | -2% | 5 | 38%[activator] | -1%
CCCc1nn2c(=O)cc(CSCC(=O)Nc3cccc(C)c3)nc2s1 | 6% | 42% | i | 1% | 3% | 4% | -9 | 12% | 3%
CCSc1nnc(NC(=O)[C@@H](NC(=O)c2ccccc2)C(C)C)s1 | -6% | 33%[activator] | 2% | 4% | -19% | -10% | -2 | 6% | u
COc1ccc(CCNC(=O)C(C)n2c(=O)cc(C(F)(F)F)c3c(C)nn(C)c32)cc1OC (stereo not given) | 1% | x | -5% | 1% | -2% | -12% | -6 | 9% | 1%
C/C(=N\NC(=O)c1cc(C(C)(C)C)[nH]n1)C12CC3CC(CC(C3)C1)C2 | 0% | 4% | -7% | 3% | -20% | -11% | -27 | 146%[activator] | -16%
CC(OC(=O)c1cc(S(=O)(=O)N(C)c2ccccc2)ccc1Cl)C(=O)Nc1ccc2c(c1)OCCO2 (stereo not given) | -1% | -6% | i | -5% | -12% | -13% | 17 | 9% | u
Cc1nn(CC(=O)N(C)c2c(N)n(Cc3ccccc3)c(=O)[nH]c2=O)c(C)c1[N+](=O)[O-] | -3% | -4% | -9% | x | -5% | x | 7 | 1% | x
Cc1ccc(CNC(=O)/C=C/c2ccc(S(=O)(=O)N3CCOCC3)cc2)cc1 | -7% | -4% | -1% | -4% | -22% | 2% | 10 | 9% | -16%

In another format: results already given.
Below each SMILES: Pol kappa inh | APE1 inh | Tb PGK inh | BLM helicase inh | POLH inh | Anesthetic bind | RXFP1 antag | Pol iota inh | Pol beta inh
> CCSc1nnc(NC(=O)[C@@H](NC(=O)c2ccccc2)C(C)C)s1
→ -6% | 33%[activator] | 2% | 4% | -19% | -10% | -2 | 6% | u
> COc1ccc(CCNC(=O)C(C)n2c(=O)cc(C(F)(F)F)c3c(C)nn(C)c32)cc1OC (stereo not given)
→ 1% | x | -5% | 1% | -2% | -12% | -6 | 9% | 1%

Full records as entered above. Order of values: Pol kappa inh	APE1 inh	Tb PGK inh	BLM helicase inh	POLH inh	Anesthetic bind	RXFP1 antag	Pol iota inh	Pol beta inh
COc1ccc(CCN=CC2=C(O)CCCC2=O)cc1OC as listed: -21%	16%	2%	-1%	-5%	-7%	-1	-7%	16%
CC(OC(=O)c1cc(S(=O)(=O)N(C)c2ccccc2)ccc1Cl)C(=O)Nc1ccc2c(c1)OCCO2 (stereo not given) as listed: -1%	-6%	i	-5%	-12%	-13%	17	9%	u

Later entries:
SMILES | Pol kappa inh | APE1 inh | Tb PGK inh | BLM helicase inh | POLH inh | Anesthetic bind | RXFP1 antag | Pol iota inh | Pol beta inh
CC(C)N(C)S(=O)(=O)c1ccc(Cl)c(C(=O)O)c1 | -10% | 3% | 3% | 0% | -4% | -6% | -12 | 127%[activator] | -27%
O=C(CN(c1cccc([N+](=O)[O-])c1)S(=O)(=O)c1ccccc1)NCc1cccnc1 | -17% | 18% | 0% | 1% | -10% | 1% | 11 | 46%[activator] | -9%
Cc1cccc(NC(=O)CCCn2c(=S)[nH]c3ccccc3c2=O)c1 | -13% | 0% | 4% | -3% | -1% | -19% | u | 10% | 32%
Cc1oc(-c2ccc(C(=O)NCCC(C)C)cc2)nc1CN1CCc2ccccc21 | -11%[60.1 µM] | x | -2% | -2% | -18% | -5% | x | -7% | 1%
Cc1cccc(/C=N/Nc2ccc3ccccc3n2)c1 | -2% | -1% | -10% | -8% | -7% | -12% | -16 | -12% | u
COc1ccc(N2CCN(C(=O)NC3CC(=O)N(c4ccc(OC)cc4)C3)CC2)cc1 (stereo not given) | -14% | 5% | -5% | 1% | -8% | -1% | -22 | 3% | -1%
COc1ccc(Cl)cc1NC(=O)CCc1nnc2ccc(N3CCN(C)CC3)nn12 | -2% | -8% | -3% | 7% | -6% | -1% | 26 | -30% | 15%
COc1ccc(N(CC(C)C)S(=O)(=O)c2nnc(NC(=O)CC(C)C)s2)cc1 | -2% | 66%[activator] | -5% | -3% | -21% | -2% | -8 | -5% | 0%
O=c1[nH]cnc2ccc([N+](=O)[O-])cc12 | -9% | 6% | -10% | -11% | 16% | -4% | 8 | -17% | 1%
O=C1NC(=O)C2(N1)c1ccccc1-c1ccccc12 | -6% | x | i | x | -16% | x | -3 | 24% | x
CCc1ccc2c(COC(=O)C3CC(=O)N(CCc4ccccc4)C3)cc(=O)oc2c1 (stereo not given) | -13% | 19% | i | x | -7% | x | -23 | 22% | x
N#Cc1cn(Cc2ccco2)c(=O)[nH]c1=O | -6% | x | -6% | x | -8% | x | -6 | 80%[activator] | x
CCOC(=O)c1cnn(-c2ccccc2)c1-c1ccccc1 | -28% | 17% | -2% | -5% | -1% | -18% | -3 | 2% | 2%
Cn1cc(CCNC(=O)CC2C(=O)NCCN2CC(c2ccccc2)c2ccccc2)cn1 (stereo not given) | -7% | -4% | -6% | 1% | -20% | -3% | -4 | 41%[activator] | -3%
Cc1c(NC(=O)/C(C#N)=C/C2CC=CCC2)c(=O)n(-c2ccccc2)n1C (stereo not given) | 2% | 26% | 12% | -2% | -20% | -4% | 2 | 24% | 16%

Pulled by compound from the list above:
SMILES | Pol kappa inh | APE1 inh | Tb PGK inh | BLM helicase inh | POLH inh | Anesthetic bind | RXFP1 antag | Pol iota inh | Pol beta inh
COc1ccc(N(CC(C)C)S(=O)(=O)c2nnc(NC(=O)CC(C)C)s2)cc1 | -2% | 66%[activator] | -5% | -3% | -21% | -2% | -8 | -5% | 0%
O=C(CN(c1cccc([N+](=O)[O-])c1)S(=O)(=O)c1ccccc1)NCc1cccnc1 | -17% | 18% | 0% | 1% | -10% | 1% | 11 | 46%[activator] | -9%
CCc1ccc2c(COC(=O)C3CC(=O)N(CCc4ccccc4)C3)cc(=O)oc2c1 (stereo not given) | -13% | 19% | i | x | -7% | x | -23 | 22% | x
Cc1oc(-c2ccc(C(=O)NCCC(C)C)cc2)nc1CN1CCc2ccccc21 | -11%[60.1 µM] | x | -2% | -2% | -18% | -5% | x | -7% | 1%
Cc1cccc(/C=N/Nc2ccc3ccccc3n2)c1 | -2% | -1% | -10% | -8% | -7% | -12% | -16 | -12% | u
